hcGAS lum – blocks human cGAS activity; recombinant h-cGAS, ATP depletion, Kinase-Glo luminescence; inhibition, % at 12.5 µM; 290,000 tested, 0.081% active;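 note: 0% = vehicle reaction and 100% = reaction without DNA for no activity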
Target sequence (Q8N884 whole entry, looked up): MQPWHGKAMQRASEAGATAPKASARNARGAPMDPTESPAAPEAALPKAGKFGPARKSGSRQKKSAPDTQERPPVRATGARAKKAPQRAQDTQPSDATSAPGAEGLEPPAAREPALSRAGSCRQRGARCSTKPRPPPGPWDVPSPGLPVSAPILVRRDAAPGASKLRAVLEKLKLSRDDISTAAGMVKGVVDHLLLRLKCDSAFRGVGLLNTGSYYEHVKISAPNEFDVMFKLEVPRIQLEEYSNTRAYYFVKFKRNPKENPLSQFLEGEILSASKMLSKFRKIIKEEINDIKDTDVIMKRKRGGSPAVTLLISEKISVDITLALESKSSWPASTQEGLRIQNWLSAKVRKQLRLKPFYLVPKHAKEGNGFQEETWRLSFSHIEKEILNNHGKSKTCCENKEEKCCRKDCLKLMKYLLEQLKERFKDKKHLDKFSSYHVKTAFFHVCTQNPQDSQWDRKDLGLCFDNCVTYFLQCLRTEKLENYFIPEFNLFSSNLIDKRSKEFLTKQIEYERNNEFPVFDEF
NPYLR7 agonist – activates Aedes aegypti NPYLR7 receptor. HEK293T NPYLR7/Galpha15, GCaMP6s calcium fluorescence. activation, % at 10 µM. 270,000 tested, 0.15% active. AID 1259423; in the data active = activation above about 40%;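 note: 0% = vehicle and 100% = reference agonist at the receptor; some compounds past the cut are filed as inactive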
mcGAS inh – mouse cGAS inhibition by luminescence | Q8C6L5 | inhibition, % at 12.5 µM | AID 1259399 | 160,000 tested, 0.15% active | recombinant cGAS, Kinase-Glo ATP depletion luminescence;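 note: 0% = negative control wells and 100% = reference inhibitor with no enzyme activity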
Numbers without * were called inactive; . = not tested or not shown; & = joins results of further samples. Cut-off read from the data, not from the text of the source, unless noted: active = inhibition above about 40%; inactive = the rest.

SMILES	hcGAS lum	NPYLR7 agonist	mcGAS inh
CCCCCc1nc2c(OCc3ccccc3)cccn2c1Nc1c(C)cccc1C	-9.8	22.8	-8.9
CNc1nc2cnc(Nc3cccc(F)c3)cc2n1CC1CC1	-3.0	18.4	-5.4
Cc1nc2c(c(=O)n1C)CCN(Cc1cn(C(C)C(=O)O)c3ccccc13)CC2 (stereo unspecified)	-9.3	-5.1	.
Cc1cccc(C)c1Cn1c(C)c(C(=O)NCc2cccc3ccccc23)sc1=O	-7.1	8.2	.
COc1cc(C(=O)Nc2ccc3c(c2)N(C(=O)C2CC2)CCC3)cc(OC)c1OC	-2.4	-4.7	.
Cc1ncc(CN(C)CC2CCCN(CCc3ccccc3F)C2)s1 (stereo unspecified)	-9.2	17.3	-10.7
O=C(CCn1cnc2ccccc21)N(Cc1ccccn1)CC1CCCO1 (stereo unspecified)	-10.8	0.4	-14.0
O=C(Nc1ccc(I)cc1)N[C@@H](Cc1ccccc1)C(=O)N1CCC(C(=O)N2CCCCC2)CC1	-0.4	5.5	-4.1
Cc1nn(-c2ccccc2)c(C)c1CN(C)C(=O)NC1CCCCC1	-2.5	4.6	-5.7
O=C(NCc1ccc(F)cc1)c1cc(=O)c(OCc2ccccc2)c[nH]1	3.1	16.5	.
CCN(CC)Cc1cnc2c(C(=O)N3CCS(=O)(=O)CC3)cnn2c1	4.0	-4.4	.
Cc1ccc(S(=O)(=O)N2CCc3cccc4c3C2CC(=O)N4)cc1 (stereo unspecified)	-2.0	12.9	.
Cc1ccc(Cc2nsc(N3CCN(C(=O)CCc4ccccc4)C(C)C3)n2)cc1 (stereo unspecified)	-7.4	-1.9	-2.0
CCOc1ncccc1-c1nccc(OC)n1	-5.8	2.7	.
CC(=O)N(/C=C1/N=C(c2ccccc2)OC1=O)c1cccc(Cl)c1	-2.7	-4.7	-4.5
Cc1ccc(CN(C)C(=O)C2CCN(S(=O)(=O)c3cc(Cl)ccc3Cl)CC2)o1	-6.3	1.9	.
CCCNCc1cc(OCC)c(OCCC)cc1Br	-1.2	10.9	.
CN(C)CCNC(=O)c1cc2n(n1)CCCN(c1cnc3ccccc3n1)C2	-3.8	2.4	-16.5
NC(c1ccccc1F)C1CCCC1 (stereo unspecified)	-11.1	20.6	.
O=C(C(c1ccccc1)c1ccccc1)N1CCc2ccccc2C1c1ccc(F)cc1 (stereo unspecified)	-3.7	17.7	-7.5
COc1cc(OC)cc(C(=O)Nc2c(-c3cc(C)cc(C)c3)nc3ccccn23)c1	-7.4	-4.3	-8.8
O=c1oc2ccccc2cc1-c1csc(N/N=C\c2ccc(Cl)cc2)n1	-4.4	-7.4	-4.0
O=C(NC1CC(=O)N(c2ccc(Oc3ccccc3)cc2)C1)C1CCOCC1 (stereo unspecified)	-2.6	1.5	-16.9
O=C(NCc1cccc(Oc2ccccc2)c1)C(=O)c1c[nH]c2ccccc12	-2.3	-2.1	.
COc1ccc(CCC(=O)Nc2cccc(C(N)=O)c2C)c(OC)c1OC	1.7	-2.4	.
CCOC(=O)C(C)Sc1nc2c(cnn2-c2ccccc2)c(=O)[nH]1 (stereo unspecified)	-6.5	-1.2	-9.4
Fc1ccc(-c2csc(CN3CCCC(N4CCCC4)C3)n2)cc1 (stereo unspecified)	-3.8	4.1	-9.4
O=C(NCCCOc1ccccc1)c1c(O)cccc1O	-1.7	-4.4	-4.3
CN(c1ccccc1)N1CC(C(=O)NCCc2ccc(F)cc2)CC1=O (stereo unspecified)	-8.1	-0.7	-3.6
O=C(c1cccc(F)c1)N1CCN(C(C(=O)N2CCCC2)C2CCCC2)CC1 (stereo unspecified)	-4.0	-8.3	-3.8

Looked up above:
For hcGAS lum, O=c1oc2ccccc2cc1-c1csc(N/N=C\c2ccc(Cl)cc2)n1 shows -4.4
For hcGAS lum, COc1ccc(CCC(=O)Nc2cccc(C(N)=O)c2C)c(OC)c1OC shows 1.7

New compounds follow.
SMILES	hcGAS lum	NPYLR7 agonist	mcGAS inh
CCCS(=O)(=O)c1ccccc1C(=O)N1CCN(C)CC1C (stereo unspecified)	-5.6	7.3	.
CCOC(=O)c1nn(CCc2scnc2C)c2c1CN(Cc1coc3ccccc3c1=O)CC2	-13.2	20.7	-6.7
CCSc1nnc(NC(=O)CSc2nnc(CNC(=O)COc3ccc(Cl)cc3)n2-c2ccc(F)cc2)s1	-5.3	-7.0	.
COC(=O)C1CCCCN1C(=O)c1ccc(C2CCCCC2)cc1 (stereo unspecified)	2.4	0.3	.
CCCc1c(C(=O)N2CCN(c3nc4nccc(-c5cccc(C(F)(F)F)c5)n4n3)CC2)cnn1-c1ccccc1	-5.7	.	-7.7
COc1ccc(-c2nc3ccc(Cl)cn3c2NC2CCCCC2)cc1OC	-7.6	8.2	-6.6
O=C(Cc1ccsc1)N(CC1CCN(C2Cc3ccccc3C2)CC1)CC1CCCO1 (stereo unspecified)	-4.8	19.8	.
CCS(=O)(=O)C(C)C(=O)N1CCN(C(=O)c2ccccc2)CC1 (stereo unspecified)	-3.0	3.6	.
O=C(Nc1nnc(C2CCCCC2)s1)C(F)(F)F	-5.3	-10.3	-2.8
Cc1cc(Cl)cc(C)c1OCC(=O)NC(C)c1ccc(-n2ccnc2)cc1 (stereo unspecified)	-3.0	-1.6	.

Entries of single compounds as entered above:
O=C(Nc1nnc(C2CCCCC2)s1)C(F)(F)F reads hcGAS lum = -5.3; NPYLR7 agonist = -10.3; mcGAS inh = -2.8
CCCS(=O)(=O)c1ccccc1C(=O)N1CCN(C)CC1C (stereo unspecified) reads hcGAS lum = -5.6; NPYLR7 agonist = 7.3; mcGAS inh = .

(continued)
SMILES	hcGAS lum	NPYLR7 agonist	mcGAS inh
O=C(c1cccnc1-c1cccc2c1CCNC2)N1C[C@H]2CC[C@@H]1C2	-1.5	31.6	-19.3
CC(=O)c1ccc(N2CCN(C(=O)c3sc(-c4ccccc4)nc3C)CC2)c(F)c1	6.4	0.7	-2.7
COc1cccc(CC(=O)N2CCC(n3cnc4ccc(F)cc43)CC2)c1	-5.7	-3.9	-7.7
O=C(O)C1CC(=O)N(Cc2csc(-c3ccccc3)n2)C1 (stereo unspecified)	0.0	13.4	.
Cc1nc(CN2CCCC(c3nnc(CN4CCCCC4)n3C)C2)co1 (stereo unspecified)	-11.4	.	-6.5
Cc1nnc2sc(-c3cccc(NC(=S)NC(=O)c4cc5ccccc5o4)c3)nn12	-4.3	-7.0	.
O=C(CSc1nc(Cl)cc(N2CCN(c3ccccc3Cl)CC2)n1)NC(c1ccccc1)c1ccccc1	-1.3	30.3	-5.1
CCN(CC)CCOC(=O)c1ccc2nc(NC(=O)c3nn(C)cc3Cl)sc2c1	-5.7	-1.1	-6.1
O=C1COCc2cc(-c3cc4ccccc4o3)ccc2N1CC1CC1	-5.4	11.2	.
Nc1ccccc1Cc1ccc(O)cc1	-7.4	13.7	-2.6
CN1Cc2cc3c(cc2N(CC(O)COC(C)(C)C)CCC1=O)OCO3 (stereo unspecified)	-4.7	25.7	-6.1
CCn1c(SCC(=O)N2CCOCC2)nc2c([nH]c3ccccc32)c1=O	5.4	-1.5	-1.5
CC1CN(C(=O)Cc2cc(-c3ccc4c(c3)OCO4)on2)CC(C)O1 (stereo unspecified)	-6.4	3.9	-9.2
CCn1c(SCC(=O)N2CCCCCC2)nc2c([nH]c3ccccc32)c1=O	-3.8	5.2	-6.2
CSCc1nc(CCNS(=O)(=O)NCc2ccccc2)cs1	-0.5	0.3	.
Cc1c[nH]c(CN2CCCN(Cc3ccc(F)cc3)C(C(C)C)C2)c(C)c1=O (stereo unspecified)	-7.0	3.2	.
CC(C)n1c(=O)[nH]c2ccccc21	-4.8	-0.7	-2.3
CC1(C(=O)NCc2ccc3c(c2)OCO3)CCN1Cc1c(F)cccc1F (stereo unspecified)	-7.7	6.5	.
Cc1ccc(NC(=O)CN(C)Cc2csc(C(C)C)n2)c(C)c1	-4.5	2.0	.
O=C(NCc1ccc(N2CCOCC2)nc1)c1nn(Cc2ccccc2)c(=O)c2ccccc12	-18.0	7.1	-5.1
CCOC(=O)CNC(=O)COc1coc(CN2CCN(c3ccccc3F)CC2)cc1=O	-2.2	1.5	0.3
COC(=O)CSc1nc2c(c(C3CC=CCC3)c1C#N)CCC2 (stereo unspecified)	-9.1	1.5	-4.6
Cc1ccn2ncc(C(=O)Nc3cc(Br)ccc3F)c2n1	-6.9	0.2	-16.6
Cc1cn2c(CC(=O)Nc3cc(S(C)(=O)=O)ccc3C)csc2n1	1.3	3.0	.
CN1CC=C2C(C#N)C(=N)C(C#N)(C#N)C(c3cccc4ccccc34)C2C1 (stereo unspecified)	-7.4	22.6	-3.9
C[P+](C)(C)c1ccc(C(=O)O)cc1	2.3	-0.9	-1.4
C=c1cc(C)n(CC(=O)Nc2c(C)cc(C)cc2C)c(=O)c1=C1N=C(c2ccccc2)NO1	-1.9	-3.3	-0.8
O=C(CCC1CCCN(Cc2ccc(Cl)s2)C1)Nc1ccccc1F (stereo unspecified)	-3.5	8.4	-7.4
CCOC(=O)C1(CCc2ccccc2)CCN(Cc2coc3ccc(C)cc3c2=O)CC1	-8.7&-1.7	2.4&0.6	-5.1
Cc1ccc(C)c(CC(=O)N(CCC#N)C2CC2)c1	-16.5	9.4	.

3 compounds already listed, sorted by SMILES length, descending:
SMILES	hcGAS lum	NPYLR7 agonist	mcGAS inh
CN1CC=C2C(C#N)C(=N)C(C#N)(C#N)C(c3cccc4ccccc34)C2C1 (stereo unspecified)	-7.4	22.6	-3.9
Cc1cn2c(CC(=O)Nc3cc(S(C)(=O)=O)ccc3C)csc2n1	1.3	3.0	.
COC(=O)CSc1nc2c(c(C3CC=CCC3)c1C#N)CCC2 (stereo unspecified)	-9.1	1.5	-4.6

Results in NPYLR7 agonist and mcGAS inh, for six of the compounds above:
compound,NPYLR7 agonist,mcGAS inh
CN1CC=C2C(C#N)C(=N)C(C#N)(C#N)C(c3cccc4ccccc34)C2C1 (stereo unspecified),22.6,-3.9
C[P+](C)(C)c1ccc(C(=O)O)cc1,-0.9,-1.4
C=c1cc(C)n(CC(=O)Nc2c(C)cc(C)cc2C)c(=O)c1=C1N=C(c2ccccc2)NO1,-3.3,-0.8
O=C(CCC1CCCN(Cc2ccc(Cl)s2)C1)Nc1ccccc1F (stereo unspecified),8.4,-7.4
CCOC(=O)C1(CCc2ccccc2)CCN(Cc2coc3ccc(C)cc3c2=O)CC1,2.4&0.6,-5.1
Cc1ccc(C)c(CC(=O)N(CCC#N)C2CC2)c1,9.4,.

(further entries)
SMILES	hcGAS lum	NPYLR7 agonist	mcGAS inh
COCCN1CCc2c(C)c(C#N)c3nc4ccccc4n3c21	3.6	10.2	.
CN(Cc1ccccc1)c1ncnc(Oc2ccc3c(c2)OCO3)c1N	-8.1	22.5	.
CCCNC(=O)c1csc(CN(CCC)C(=O)Nc2cc(C(F)(F)F)cc(C(F)(F)F)c2)n1	0.9	9.2	-2.8
COc1ccc(CN(C)Cc2ccc3ccccc3n2)cc1O	-4.0	30.4	-12.8
NC(=O)c1ccc(NC(=O)CSc2ncc(CO)n2CC(=O)NCc2ccccc2)cc1	-5.9	10.5	.
CC(CS(C)(=O)=O)N(C(=O)c1ccc(-n2cccc2)nc1)C1CC1 (stereo unspecified)	-4.9	-1.0	.
COCCNC(=O)CN1CCCCC1c1nc(C)no1 (stereo unspecified)	-10.2	.	-5.7
COCCC(=O)N1CCC(Oc2ccc(C(=O)NCc3cccc(Cl)c3)cc2)CC1	-10.4	8.4	.
COC(=O)c1cc2n(n1)CCN(S(=O)(=O)c1ccc(C)cc1OC)C2	-5.7	3.5	-16.2
Cc1ccc(N(CCC#N)S(=O)(=O)c2ccc(C(=O)O)c(Cl)c2)cc1C	-7.6	2.1	.
Cc1[nH]c2ccccc2c1C=NC1CCS(=O)(=O)C1 (stereo unspecified)	-0.6&-5.6	6.4&1.9	-5.1
O=S(=O)(NC(c1ccc(Cl)cc1)C1CC1)c1ccccc1Br (stereo unspecified)	-12.1	6.7	.
Cc1nc2ccc(CC(=O)NCc3cccnc3N3CCN(C)CC3)cc2[nH]1	-3.5	.	-16.3
COc1cccc(Nc2nc(-c3ccc(CNC(C)=O)o3)c(C)s2)c1	-9.9	23.0	-14.5
Cc1cc(NC(=O)Cn2ccsc2=O)ccc1Br	-9.3	6.4	.
CCCc1cc(N2CCCC(CCC(N)=O)C2)nc(C)n1 (stereo unspecified)	-7.9	4.0	.
CCOc1ncccc1CN1CCC(C(=O)NCCSCc2ccccc2)CC1	-2.7	-4.3	-1.9
O=C1Nc2ccc(-c3ccccc3)cc2/C1=N/N1CCOCC1	3.5	-1.6	.
COc1ccc2c3c1OC1CC(O)C=CC31CCN(C)C2 (stereo unspecified)	-9.6	-5.9	-4.3
COc1cccc(-c2cccc(-c3ccc(NC(=O)c4c(F)c(F)c(F)c(F)c4F)cc3)n2)c1	-3.3	0.7	-5.5
CCc1[nH]n(-c2ccc(Cl)c(Cl)c2)c(=O)c1C1=C(N2CCOCC2)C(=O)N(C2CCCCC2)C1=O	-1.0	-4.3	-4.4
Cc1ccc(C)c2sc(N(CCN3CCOCC3)C(=O)c3nc4ccccc4s3)nc12	-0.8	5.1	.
Cc1cc(=O)[nH]c(-n2nc(-c3cccs3)cc2NC(=O)C2CC(=O)N(c3ccc(Cl)cc3)C2)n1 (stereo unspecified)	-6.6	8.9	.
CC1(C(=O)NC2CC3CC2C2CCCC32)CC1(Cl)Cl (stereo unspecified)	-12.1	4.6	.
O=[N+]([O-])c1ccc(/C=N\Nc2nc(N3CCCC3)nc(N3CCCC3)n2)o1	-4.3	-10.9	-5.5
Cc1ccc(N=Cc2nc(-c3ccccc3Br)oc2O)c(C)c1	-1.0	-1.0	-3.1
c1cc(-c2cc(C3CCN(Cc4ccc(-c5ccn[nH]5)o4)C3)ccn2)ccn1 (stereo unspecified)	-3.7	1.2	-12.0
Cc1ccc(C(=O)Nc2sc3c(c2C#N)CCCC3)cc1S(=O)(=O)N1CCOCC1	-1.6	-1.6	-3.2
CC(C)CCc1nc(N2CCN(C(=O)COCc3ccccc3)CC2)c2cnn(-c3cccc(Cl)c3)c2n1	-0.3	.	-5.7

Source: PubChem BioAssay (Fisher Drug Discovery Resource Center)
